Source: PubChem BioAssay (several laboratories)
Scp-1 inhibitor – Scp-1 (human) phosphatase inhibition | AID 493091 | Recombinant Scp1, phosphopeptide, malachite green phosphate absorbance | inhibition, % at 20 µM | actives 0.88% (n = 340,000) | Q9GZU7;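 active = inhibition above about 50% at 20 µM, limit read from the data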;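 also: plate controls were DMSO wells with enzyme for no effect and wells lacking enzyme for full effect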
Target sequence (Q9GZU7 76-261 limits assumed): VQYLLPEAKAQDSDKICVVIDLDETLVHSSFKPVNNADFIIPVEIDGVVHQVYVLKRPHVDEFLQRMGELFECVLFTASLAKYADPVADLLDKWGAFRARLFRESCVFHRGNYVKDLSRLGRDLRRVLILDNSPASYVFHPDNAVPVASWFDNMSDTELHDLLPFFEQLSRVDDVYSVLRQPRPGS
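Material: truncated SCP-1 phosphatase (76-261aa) / Buffer or medium: 50 mM Tris acetate pH 5.5, 0.005% Tween-20, 10 mM MgCl2 / Compound dosing: one concentration, 20 µM, with 1.0% DMSO / Incubation: 45 min room-temperature reaction, 5 min colour, 30 min stabiliser / Detection: colorimetric free-phosphate detection, absorbance 630 nm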
Neddylation inh – cullin neddylation inhibition. P61081+Q13564. calls only at 25 µM. actives 0.58% (n = 360,000). TR-FRET cullin neddylation, biochemical; in the data active = inhibition above about 36%
TbMetRS inhib – blocks T. brucei methionyl-tRNA synthetase activity; actives 0.4% (n = 360,000); purified T. brucei MetRS, ATP depletion, Kinase-Glo luminescence; AID 624268; inhibition, % at 11.9 µM;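 active = inhibition above a per-plate cutoff of the control wells' mean inhibition plus 3 SD, cut at about 5.5% in these data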;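 also: 0% = DMSO wells median and 100% = median of wells with control inhibitor compound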
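Assay system: T. brucei methionyl-tRNA synthetase, purified | Medium: HEPES buffer with MgCl2, KCl, DTT, spermine, BSA, pyrophosphatase | Compound: 11.9 µM single point | Incubation: 15 min enzyme-compound preincubation, 2 h reaction, 10 min detection, 25 °C | Measured by: Kinase-Glo luciferase luminescence reporting remaining unconsumed ATP | Measure: % inhibition normalized to control-well medians | Replication: Singlicate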
NadD block – inhibitors of Staphylococcus aureus NadD | actives 0.78% (n = 360,000) | inhibition, % at 20 µM | purified NadD enzyme, colorimetric absorbance read-out; in the data active = inhibition above about 26%; also: some compounds past the cut are filed as inactive
SKN-1 block – blocks SKN-1 activity in C. elegans. C. elegans VP596 Pgst-4::GFP/RFP ratio, acrylamide-induced, 24 h. inhibition, % at 21.8 µM. actives 0.49% (n = 360,000). AID 624304;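 active = interference check ratio from 0.5 to 1.5 plus GFP to RFP signal ratio inhibition reaching or exceeding a fixed threshold, cut at about 30% in these data, passing the limit was not always enough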; also: some compounds called inactive have numbers as strong as hits
DNMT1 inh – DNMT1 (human) enzyme inhibition; P26358; DNMT1 molecular beacon, Hinp1I cleavage, fluorescence; inhibition (reported as % activation of signal), % at 10 µM; actives 0.83% (n = 360,000); AID 588458; in the data active = inhibition above about 50%
LMPTP block – blocks human LMPTP phosphatase. P24666. recombinant LMPTP-A, OMFP fluorogenic substrate, fluorescence intensity. inhibition, % at 20 µM. actives 0.22% (n = 360,000). AID 651560;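 active = compounds that cut the enzyme signal by at least half of the control window in the single-dose screen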;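 also: plate controls were DMSO wells with enzyme plus substrate for no effect and substrate without enzyme for full effect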
Target sequence (P24666 whole entry, looked up): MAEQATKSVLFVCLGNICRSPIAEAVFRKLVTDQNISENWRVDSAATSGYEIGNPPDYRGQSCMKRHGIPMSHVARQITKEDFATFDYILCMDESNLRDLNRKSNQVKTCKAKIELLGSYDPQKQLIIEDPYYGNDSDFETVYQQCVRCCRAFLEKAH
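Test system: LMPTP-A, protein tyrosine phosphatase of low molecular weight; Input: 0.625 nM enzyme; Incubation: 50 min dark incubation at room temperature; Signal: endpoint fluorescence intensity from OMFP dephosphorylation; Read-out basis: % inhibition versus control wells.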
SUMO1 PPI mod – alters human SUMO1 binding to SIM partners; P63165; SUMO1 binding to a labelled peptide, TR-FRET, 1 h; inhibition, % at 20 µM; actives 0.33% (n = 360,000); AID 602429; in the data active = inhibition above about 37%
Target sequence (P63165 whole entry, looked up): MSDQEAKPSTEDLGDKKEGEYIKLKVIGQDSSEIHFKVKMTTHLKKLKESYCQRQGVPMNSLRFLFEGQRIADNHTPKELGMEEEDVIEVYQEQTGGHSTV
CendR NRP1 mod – modulators of CendR peptide binding to human neuropilin-1; inhibition, % at 25 µM; O14786; AID 602438; FAM-RPARPAR peptide binding to NRP-1, fluorescence polarization; actives 0.85% (n = 360,000);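 active = inhibition or corrected inhibition above about 18%, plus a signal ratio from 0.5 to 1.5, limit read from the data, passing the limit was not always enough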; also: strong numbers were not always called active
STEP inh – inhibitors of human striatal-enriched phosphatase STEP. recombinant STEP, OMFP fluorogenic substrate, fluorescence. actives 0.25% (n = 360,000). P54829. AID 588621. inhibition, % at 20 µM;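 active = inhibition at 20 µM, scaled per plate between control wells, above about 37%, limit read from the data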;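 also: 0% = DMSO with enzyme and substrate and 100% = substrate only without enzyme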
Target sequence (P54829 whole entry, looked up): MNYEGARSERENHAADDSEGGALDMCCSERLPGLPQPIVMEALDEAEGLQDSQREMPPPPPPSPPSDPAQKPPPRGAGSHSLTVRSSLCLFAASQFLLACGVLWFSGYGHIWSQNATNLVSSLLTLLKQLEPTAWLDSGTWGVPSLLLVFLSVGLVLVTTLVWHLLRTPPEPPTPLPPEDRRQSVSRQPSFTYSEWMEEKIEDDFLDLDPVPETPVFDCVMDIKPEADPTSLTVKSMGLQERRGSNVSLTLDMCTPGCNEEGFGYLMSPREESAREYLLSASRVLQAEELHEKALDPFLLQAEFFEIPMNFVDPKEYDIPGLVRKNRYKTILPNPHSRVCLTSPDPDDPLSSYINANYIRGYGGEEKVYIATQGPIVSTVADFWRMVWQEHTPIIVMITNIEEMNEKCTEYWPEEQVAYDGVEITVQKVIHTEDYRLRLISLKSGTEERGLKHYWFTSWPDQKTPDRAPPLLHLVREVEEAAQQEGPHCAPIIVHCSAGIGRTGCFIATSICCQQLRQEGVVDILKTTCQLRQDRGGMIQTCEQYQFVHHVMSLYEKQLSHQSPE
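Material: STEP (striatal-enriched tyrosine phosphatase) enzyme, cell-free | Medium: 50 mM Bis-Tris pH 6.0 with 2.5 mM DTT and 0.005% Tween 20 | Read-out: Percent inhibition scaled to no-enzyme and uninhibited-enzyme controls, plate-pattern corrected | Signal: Fluorescence read at 480 nm ex / 540 nm em | Times: 20 min reaction, room temperature, in the dark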
* hit, by the source's call.

O=C(O)CNc1nc(NCc2ccc(Cl)cc2)ccc1[N+](=O)[O-] was read as Neddylation inh inactive, TbMetRS inhib -0.2, NadD block 5, SKN-1 block 15, DNMT1 inh 7, LMPTP block -0.5, SUMO1 PPI mod -20, CendR NRP1 mod 6 and STEP inh 0.
Screening O=C(Cn1[nH]c(=O)c2ccccc2c1=O)NCc1cccnc1 returned Scp-1 inhibitor 2, Neddylation inh inactive, TbMetRS inhib 0.0, NadD block 1, SKN-1 block 13, DNMT1 inh 3, LMPTP block -0.9, SUMO1 PPI mod 2, CendR NRP1 mod 5 and STEP inh 1.
For COc1cccc2c1oc1c(SCc3nc4ccccc4[nH]3)nc(C)nc12 the results were Scp-1 inhibitor -3, Neddylation inh inactive, TbMetRS inhib -0.1, NadD block 3, SKN-1 block 11, DNMT1 inh -2, LMPTP block 2.0, SUMO1 PPI mod -16, CendR NRP1 mod -8 and STEP inh 1.
For CC(C)N=C(Nc1ccc(Cl)cc1)c1cccnc1 the results were Scp-1 inhibitor -25, Neddylation inh inactive, TbMetRS inhib 0.1, NadD block 1, SKN-1 block -5, DNMT1 inh 1, LMPTP block -0.8, SUMO1 PPI mod 3, CendR NRP1 mod 0 and STEP inh 3.
CC(OC(=O)c1cc(=O)c2ccccc2o1)C(=O)Nc1ccc(N(C)C)cc1 (centres undefined) was read as Scp-1 inhibitor -6, Neddylation inh inactive, TbMetRS inhib -0.3, NadD block 4, SKN-1 block -13, DNMT1 inh -4, LMPTP block 0.9, SUMO1 PPI mod -10, CendR NRP1 mod 5 and STEP inh 0.
For CCOc1ccc(S(=O)(=O)n2cnc(C)c2)cc1 the results were Scp-1 inhibitor -4, Neddylation inh inactive, TbMetRS inhib -0.6, NadD block -2, SKN-1 block -8, DNMT1 inh 1, LMPTP block -1.9, SUMO1 PPI mod 1, CendR NRP1 mod 6 and STEP inh -4.
Screening COC(=O)/C=C1\S/C(=N/N=C/c2ccco2)NC1=O returned Scp-1 inhibitor -4, Neddylation inh inactive, TbMetRS inhib -0.4, NadD block -2, SKN-1 block 9, DNMT1 inh 0, LMPTP block 0.3, SUMO1 PPI mod -16, CendR NRP1 mod 5 and STEP inh 3.
CC(=O)N(Cc1c(C)nn(-c2ccccc2)c1Cl)c1ccc(Cl)cc1 was read as Scp-1 inhibitor 0, Neddylation inh inactive, TbMetRS inhib 0.2, NadD block -9, SKN-1 block 18, DNMT1 inh -1, LMPTP block 0.8, SUMO1 PPI mod -1, CendR NRP1 mod 8 and STEP inh -2.
COc1ccc(C2=NOC(C)(c3nnc(-c4ccncc4)o3)C2)cc1 (centres undefined) was read as Scp-1 inhibitor 1, Neddylation inh inactive, TbMetRS inhib -0.2, NadD block 2, SKN-1 block 8, DNMT1 inh -5, LMPTP block -0.3, SUMO1 PPI mod 2, CendR NRP1 mod -19 and STEP inh 2.
COCCNc1c2c(nc3c(-c4ccccc4)c(C)nn13)CCCC2 was read as Scp-1 inhibitor 2, TbMetRS inhib -0.5, NadD block -6, SKN-1 block 13, DNMT1 inh 0, LMPTP block 9.7, SUMO1 PPI mod 3, CendR NRP1 mod -1 and STEP inh 4.
CCOC(=O)C1CCN(c2c(-c3ccccc3)c3cc(Cl)ccc3[nH]c2=O)CC1 was read as Scp-1 inhibitor -1, Neddylation inh inactive, TbMetRS inhib -1.0, NadD block -4, SKN-1 block 7, DNMT1 inh 4, LMPTP block 1.0, SUMO1 PPI mod 26, CendR NRP1 mod -13 and STEP inh 0.
Screening Fc1ccc(Nc2nc(N/N=C/c3ccco3)nc(N3CCCCC3)n2)cc1 returned Scp-1 inhibitor 0, Neddylation inh inactive, TbMetRS inhib 0.7, NadD block 9, SKN-1 block 13, DNMT1 inh -3, LMPTP block 1.4, SUMO1 PPI mod -7, CendR NRP1 mod -7 and STEP inh 1.
For Brc1ccc2c(c1)OCCOCCOCCOCCOCCO2 the results were Scp-1 inhibitor -5, Neddylation inh inactive, TbMetRS inhib 0.3, NadD block 5, SKN-1 block 12, DNMT1 inh -4, LMPTP block -1.1, SUMO1 PPI mod -1, CendR NRP1 mod 0 and STEP inh -1.
`CCc1nc(NCCN2CCOCC2)c(C#N)c2c1CCCC2` gave Scp-1 inhibitor -5, Neddylation inh inactive, TbMetRS inhib -0.6, NadD block -3, SKN-1 block -4, DNMT1 inh 4, LMPTP block 0.7, SUMO1 PPI mod 1, CendR NRP1 mod -2 and STEP inh -1.
O=S(=O)(NCc1ccccc1)c1ccc(-n2cccn2)cc1 was read as Scp-1 inhibitor -13, Neddylation inh inactive, TbMetRS inhib -0.2, NadD block 1, SKN-1 block -11, DNMT1 inh 0, LMPTP block -1.1, SUMO1 PPI mod 3, CendR NRP1 mod 10 and STEP inh -1.
For COC(=O)[C@]12CCCCC=C1N(CCc1ccc(OC)c(OC)c1)C(=O)[C@H](CC(=O)N1CCSCC1)C2 the results were Neddylation inh inactive, TbMetRS inhib -0.7, SKN-1 block -6, LMPTP block -1.0, SUMO1 PPI mod 11 and CendR NRP1 mod -4.
Cc1ccc(C(=O)NCC(=O)NCc2cc(=O)n(C)c(=O)n2C)cc1C was read as Scp-1 inhibitor 0, Neddylation inh inactive, TbMetRS inhib -0.2, NadD block -7, SKN-1 block 3, DNMT1 inh 2, LMPTP block -0.2, SUMO1 PPI mod 11, CendR NRP1 mod 7 and STEP inh 2.
For CN(CCC(=O)Nc1ccc(Cl)cc1)Cc1ccccc1 the results were Scp-1 inhibitor 0, Neddylation inh inactive, TbMetRS inhib 14*, NadD block -9, SKN-1 block 5, DNMT1 inh 0, LMPTP block -0.4, SUMO1 PPI mod 2, CendR NRP1 mod 13 and STEP inh -3.
`O=C(COC(=O)c1ccc(F)c(S(=O)(=O)N2CCOCC2)c1)Nc1ccc2c(c1)OCO2` gave Scp-1 inhibitor 1, Neddylation inh inactive, TbMetRS inhib -0.3, NadD block 2, SKN-1 block 7, DNMT1 inh 0, LMPTP block 0.4, SUMO1 PPI mod 5, CendR NRP1 mod -1 and STEP inh 0.
For CCOc1ccc(NC(=O)CSc2nc3cccnc3n2CC)cc1 the results were Scp-1 inhibitor -5, Neddylation inh inactive, TbMetRS inhib -0.2, NadD block 2, SKN-1 block -10, DNMT1 inh -6, LMPTP block 0.1, SUMO1 PPI mod 3, CendR NRP1 mod -5 and STEP inh -2.
`O=C(COC(=O)c1cccc(S(=O)(=O)N2CCCCC2)c1)NC1CCCCC1` gave Scp-1 inhibitor 9, Neddylation inh inactive, TbMetRS inhib 0.4, NadD block -1, SKN-1 block -17, DNMT1 inh 2, LMPTP block -0.1, SUMO1 PPI mod -5, CendR NRP1 mod -20 and STEP inh 3.
Screening N#Cc1c(NC(=O)c2ccccc2)sc2c1CCCCC2 returned Scp-1 inhibitor 0, TbMetRS inhib -1.4, NadD block -27, SKN-1 block 9, DNMT1 inh -2, LMPTP block 1.3, SUMO1 PPI mod 2, CendR NRP1 mod 12 and STEP inh -2.
Screening CC/C(C)=N\N=C\c1c(O)n(CC)c2cc(C3=NNC(=O)CC3)ccc12 returned Scp-1 inhibitor -5, Neddylation inh inactive, TbMetRS inhib -1.6, NadD block 3, SKN-1 block -8, DNMT1 inh 0, LMPTP block -0.9, SUMO1 PPI mod -12, CendR NRP1 mod -38 and STEP inh -1.
Screening CCN(CC)S(=O)(=O)c1ccc(N=N/C(C(C)=O)=C(/C)O)cc1 returned Scp-1 inhibitor -10, Neddylation inh inactive, TbMetRS inhib -1.4, NadD block -1, SKN-1 block -27, DNMT1 inh 1, LMPTP block -0.8, SUMO1 PPI mod -23, CendR NRP1 mod -7 and STEP inh -1.
COCCn1c(-c2ccc(OC)cc2)cnc1SCC(=O)Nc1ccc(OC)cc1OC was read as Scp-1 inhibitor -2, Neddylation inh inactive, TbMetRS inhib 0.2, NadD block -3, SKN-1 block -5, DNMT1 inh 4, LMPTP block -0.3, SUMO1 PPI mod 1, CendR NRP1 mod 0 and STEP inh 7.
Screening Cc1c(C(=O)N2CCCCC2)c(S(=O)(=O)N2CCN(c3ccccc3F)CC2)c(C)n1C returned Scp-1 inhibitor -4, Neddylation inh inactive, TbMetRS inhib -0.1, NadD block -8, SKN-1 block 1, DNMT1 inh 2, LMPTP block -0.1, SUMO1 PPI mod 6, CendR NRP1 mod -6 and STEP inh -2.
O=C1C=C(O)C(n2cncn2)C(c2ccc3c(c2)OCO3)C1 (centres undefined) was read as Scp-1 inhibitor -1, Neddylation inh inactive, TbMetRS inhib -0.6, NadD block 5, SKN-1 block 11, DNMT1 inh 1, LMPTP block -0.4, SUMO1 PPI mod 2, CendR NRP1 mod -13 and STEP inh -3.
COC(=O)[C@H](CCSC)NC(=O)N1CCC(C)CC1 was read as Scp-1 inhibitor 6, Neddylation inh inactive, TbMetRS inhib -1.1, NadD block 6, SKN-1 block 3, DNMT1 inh 1, LMPTP block -2.3, SUMO1 PPI mod 4, CendR NRP1 mod -17 and STEP inh -2.
For CC(O)(c1ccccc1)c1nc(-c2cccc(C#N)c2)cs1 (centres undefined) the results were Neddylation inh inactive, TbMetRS inhib -0.2, NadD block -2, SKN-1 block -7, DNMT1 inh -1, LMPTP block -0.5, SUMO1 PPI mod 1, CendR NRP1 mod -12 and STEP inh 0.
Screening CN1C2CCC1CC(NC(=O)c1cc(Cl)cc3[nH]cnc13)C2 (centres undefined) returned Scp-1 inhibitor -10, Neddylation inh inactive, TbMetRS inhib -0.1, NadD block -2, SKN-1 block -3, DNMT1 inh 0, LMPTP block -1.7, SUMO1 PPI mod 2, CendR NRP1 mod 8 and STEP inh 1.
`CCOc1ccc(CCN2C(=O)C(=O)N([C@@H](CC(C)C)CN3CCC[C@H]3CN3C(=O)C(=O)NC[C@@H]3CC(C)C)C[C@@H]2Cc2ccccc2)cc1` gave Neddylation inh inactive, TbMetRS inhib -1.2, NadD block 21, SKN-1 block 12, LMPTP block 0.2, SUMO1 PPI mod 2 and CendR NRP1 mod -1.
COc1ccc(-n2ccnc(SCC(=O)NCc3ccc(C)cc3)c2=O)cc1Cl was read as Scp-1 inhibitor -8, Neddylation inh inactive, TbMetRS inhib -0.4, NadD block -5, SKN-1 block 6, DNMT1 inh 1, LMPTP block -1.3, SUMO1 PPI mod -19, CendR NRP1 mod -9 and STEP inh 3.
